ERG Ets-DNA blk – qHTS for Small Molecule Inhibitors of the ERG Ets/DNA interaction | AID 624246, 2012 | actives 0.028% (n = 370,000) | fluorescence polarization, His-ERG Ets domain / labelled DNA | Potency, µM (doses to about 76.9 µM), inactives show at the top dose FP activity, negative = inhibition, actives largely listed as inhibitors; active = well fitted inhibition curve with a large enough effect in the polarisation, with a control signal flat; inconclusive = small, poorly fitted or top-dose-only effect, or effect the other way, or a change in a side signal; inactive = no such curve, though single readings can be large or run the other way; the % refers to the polarisation;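 note: polarization taken with two DNA probes labelled with fluorescein and Texas red; potency is the fitted concentration of half-maximal effect; % of control where 0% means no effect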
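His-tagged ERG Ets domain (1 uM in the protein solution; 300mM KCl, 50mM Tris-HCl, 1mM EDTA, 1mM DTT, pH 7.5) received compound, then a probe mix of 5 nM fluorescein-DNA and 100nM Texas-615-DNA. Fluorescence polarization was read for both dyes.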
POLK inh – qHTS for Inhibitors of Polymerase Kappa; Potency, µM (top dose mostly 107 µM), for the others: at the highest dose activity, negative = inhibition, hits mostly inhibitors; actives 0.53% (n = 400,000); purified Pol kappa, fluorescent DNA synthesis assay, 10 min; AID 588579, 2011; DNA polymerase kappa (Homo sapiens), Q9UBT6; note: potency is the fitted concentration of half-maximal effect; % is set by controls: 0 for no effect and ±100 for the full control effect
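First, compounds were pin-transferred onto 10 nM Pol kappa. After 15 min at room temperature, substrate was added to 50 nM final. Fluorescence was then measured kinetically at 0 and 10 min.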
Pol eta inh – qHTS for Inhibitors of Polymerase Eta | DNA polymerase eta (Homo sapiens), Q9Y253 | recombinant Pol eta, fluorescent DNA replication assay | Potency, µM (titrated, usually from 114 µM), inactives show at the highest dose activity change, negative = inhibition, hits mostly inhibitors | actives 1.2% (n = 390,000); note: potency is the fitted concentration of half-maximal effect; % is set by controls: 0 for no effect and ±100 for the full control effect
Target sequence (Q9Y253 whole entry, looked up): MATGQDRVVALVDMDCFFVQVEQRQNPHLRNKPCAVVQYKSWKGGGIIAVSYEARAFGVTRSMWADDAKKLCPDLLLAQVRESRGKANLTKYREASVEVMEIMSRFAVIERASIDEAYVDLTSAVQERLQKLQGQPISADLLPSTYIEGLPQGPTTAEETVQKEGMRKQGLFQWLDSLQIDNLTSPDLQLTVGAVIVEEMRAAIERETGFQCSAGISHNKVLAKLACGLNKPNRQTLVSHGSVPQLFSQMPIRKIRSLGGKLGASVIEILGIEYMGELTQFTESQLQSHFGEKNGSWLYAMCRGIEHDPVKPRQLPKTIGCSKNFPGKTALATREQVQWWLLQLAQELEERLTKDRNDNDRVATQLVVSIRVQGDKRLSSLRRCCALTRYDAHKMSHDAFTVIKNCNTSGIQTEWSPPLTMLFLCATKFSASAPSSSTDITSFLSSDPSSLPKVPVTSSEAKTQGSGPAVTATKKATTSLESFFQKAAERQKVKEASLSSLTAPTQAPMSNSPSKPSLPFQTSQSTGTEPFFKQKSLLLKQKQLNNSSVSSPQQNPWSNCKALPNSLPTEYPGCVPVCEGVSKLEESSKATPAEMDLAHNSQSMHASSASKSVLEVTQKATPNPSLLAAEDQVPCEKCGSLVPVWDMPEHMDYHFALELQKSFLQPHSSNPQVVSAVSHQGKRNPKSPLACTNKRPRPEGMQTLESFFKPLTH
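Pol eta at 10 nM preincubated with compounds 15 min at room temperature; reaction started with fluorescent substrate (50 nM final) and read kinetically at 0 and 10 min.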
RGS4 inh – Inhibitors of Regulator of G Protein Signaling (RGS) 4: qHTS; AID 504845, 2011; Regulator of G-protein signaling 4 (Homo sapiens), P49798; Transcreener GDP fluorescence polarization, RGS4-accelerated GTP hydrolysis; actives 0.039% (n = 390,000); Potency, µM (top dose mostly 114 µM), for inactives: at the highest dose activity change, negative = inhibition, usual class: inhibitors; note: potency is the fitted concentration of half-maximal effect; % is set by controls: 0 for no effect and ±100 for the full control effect; nearly all actives have a fitted effect of over 75% in size; some results filed as inactive show a strong effect at the top dose
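MLSMR compounds (23 nl, pin-transferred) preincubated 10 min at room temperature with a 500nM (2x) first reagent, then RGS4 at 900nM (2x) plus Transcreener GDP mix added; fluorescence polarization (620/688 nm) read before and after 90 min at 30 °C.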
APE1 inh – qHTS Assay for Inhibitors of the Human Apurinic/apyrimidinic Endonuclease 1 (APE1); recombinant APE1, TAMRA/BHQ-2 abasic DNA cleavage fluorescence; Potency, µM (highest dose often 65.8 µM), for the others: at the highest dose activity change, negative = inhibition, actives largely listed as inhibitors; actives 0.35% (n = 350,000);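 note: potency is the fitted concentration of half-maximal effect; plate controls were vehicle for no effect and reference inhibitor for full effect; nearly all actives have a fitted effect of over 55% in size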
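Endonuclease cleavage of a quenched abasic-site DNA duplex (50 nM) by APE1 (0.75 nM) was tracked by TAMRA dequenching. Compounds were preincubated with enzyme 15 min at room temperature; data normalized to buffer-only and DMSO wells plus NSC13755 control.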
LDHA inh – qHTS assay for inhibitors of human lactate dehydrogenase. purified LDHA, NADH/diaphorase-resazurin fluorescence; hits give low values. AID 1347041, 2019. activity change, % (values are at about 110 or 230 µM). actives 0.15% (n = 480,000). L-lactate dehydrogenase A chain (Homo sapiens), P00338; in the data active = activity change below about -30%; inconclusive = mostly about -25% to -30%;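 note: plate controls were DMSO wells for no effect and wells without enzyme for full effect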
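Remaining NADH was detected by diaphorase (0.133 mg/mL) converting 37 µM resazurin to fluorescent resorufin, read at 0 and 20 minutes. The preceding 5-minute room-temperature reaction used 2 nM LDHA, 0.2 mM sodium pyruvate and 0.06 mM NADH at pH 7.4.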
12-LOX inh – Primary qHTS assay for inhibitors of human arachidonate 12S-lipoxygenase (ALOX12): Round 2; AID 1671190, 2021; purified 12hLO, xylenol orange hydroperoxide absorbance; Potency, µM (top dose mostly 108 µM), for inactives: at the highest dose activity change, negative = inhibition, hits mostly inhibitors; actives 1.1% (n = 580,000); note: potency is the fitted concentration of half-maximal effect; % is set by controls: 0 for no effect and ±100 for the full control effect
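Purified human 12hLO at 150 nM in 25 mM Hepes, 0.01% Triton X-100, pH 7.0, preincubated 15 min at room temperature with compound. Reaction started with 40 uM arachidonic acid, 30 min at room temperature. Hydroperoxide measured by Fe-xylenol orange, 573/405 nm absorbance ratio.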
POLB inh – qHTS Assay for Inhibitors of DNA Polymerase Beta | P06746 | Potency, µM (series often up to 114 µM), without a hit: at the top dose activity change, negative = inhibition, usual class: inhibitors | actives 1.3% (n = 340,000) | Pol beta primer extension/strand displacement, fluorescence kinetic; note: potency is the fitted concentration of half-maximal effect; % is set by controls: 0 for no effect and ±100 for the full control effect
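Pol beta (10 nM) was preincubated with compound for 15 min at room temperature. The reaction was then started with 50 nM substrate and read immediately and after a further 10 min at room temperature.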
Anesthetic bind – qHTS Assay for Identification of Novel General Anesthetics; Ferritin light chain (Equus caballus), P02791; apoferritin/1-aminoanthracene competitive binding, fluorescence; Potency, µM (titrated, usually from 77.5 µM), for the others: top-dose activity change, negative = displacement, actives largely listed as inhibitors; actives 0.074% (n = 350,000); AID 485281, 2010; note: potency is the fitted concentration of half-maximal effect; % is set by controls: 0 for no effect and ±100 for the full control effect; nearly all actives have a fitted effect of over 20% in size
Target sequence (P02791 2-175 limits assumed): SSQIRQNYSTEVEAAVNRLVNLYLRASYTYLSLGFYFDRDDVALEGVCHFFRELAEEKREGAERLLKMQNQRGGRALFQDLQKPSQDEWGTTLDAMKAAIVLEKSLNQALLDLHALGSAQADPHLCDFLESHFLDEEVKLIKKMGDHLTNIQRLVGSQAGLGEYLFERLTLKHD
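Steps: apoferritin (10 uM) was premixed with half-saturated 1-AMA in PBS, compounds were pin-transferred, plates stood 10 min at room temperature, fluorescence was read at 380/535 nm, and curves were fitted with a Hill equation.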
Active calls of the source: *; ? = inconclusive; . = not tested or not shown; & = joins results of further samples; ! = not confirmed by another sample; [ ] = dose if it differs, or a comment. Unless noted, calls come from the whole dose curve; as a rule, active = well fitted curve in the direction sought with a large enough effect; inconclusive = small, poorly fitted or top-dose-only effect, or another doubt; inactive = no such curve, though single readings can be large; an effect the other way counts as inactive or inconclusive.

SMILES | ERG Ets-DNA blk | POLK inh | Pol eta inh | RGS4 inh | APE1 inh | LDHA inh | 12-LOX inh | POLB inh | Anesthetic bind
COc1ccc(C(=O)NC(C)c2ccccc2)cc1Br (centres undefined) | 3% | -8% | -1% | 11% | 2% | -12 | 4% | -3% | ?
COc1cc(O)sc1C=Nc1ccc(Cl)cc1 | 6% | -1% | -8% | -5% | -3% | -2 | -15% | 1% | ?
O=C(NC1CCN(S(=O)(=O)c2cccc(F)c2)CC1)c1cccc(F)c1 | -5% | 12% | -12% | 5% | 13% | 0 | 24% | 24% | -6%
C=CCNC(=S)NNC(=O)c1cccn(Cc2ccc(Cl)c(Cl)c2)c1=O | 6% | 4% | -11% | ? | -5% | -1 | -21% | 12% | -24%
CC(C)CCN1CCNC(=O)C1CC(=O)Nc1ccc(F)cc1 (centres undefined) | -1% | -5% | 4% | 26% | 0% | 0 | -1% | 7% | -15%
COc1ccc(CN2C[C@]3(CO)O[C@@H](CO)C[C@@H]3S2(=O)=O)cc1 | -2% | 5% | -1% | -1% | -5% | 0 | -7% | . | .
O=C(c1ccco1)N(CCC(c1ccccc1)c1ccco1)Cc1ccccc1 (centres undefined) | 3% | 79µM* | 22µM* | -30% | ? | -1 | ? | 25µM* | -2%
Cc1nc2cc(NC(=O)Nc3ccc(N4CCOCC4)cc3)ccc2n1C | 8% | -13% | -18% | -8% | -4% | 0 | 21% | -1% | -5%
COC(=O)c1ccc(C(=O)OC)c(NC(=O)CN(c2ccc3c(c2)OCO3)S(C)(=O)=O)c1 | 2% | -9% | -5% | -13% | -3% | 3 | 10% | 3% | ?
CCOC(=O)c1c(C)nc2ccc(Cl)cc2c1-c1ccccc1 | 23% | -5% | -9% | -15% | 3% | -2 | -13% | 21% | -10%
CCCc1nnc(NC(=O)CSc2nc3ccccc3[nH]2)s1 | 6% | -7% | 15% | ? | -11% | -1 | -14% | 9% | ?
Cc1ccc(NC(=O)CN2C(=O)NC3(CCCC3)C2=O)nc1 | -4% | 9% | -2% | 12% | 16% | 1 | -9% | . | .
CCSc1nc2ccccc2c(=O)n1C1CCOC(C)(C)C1 (centres undefined) | -2% | -9% | -21% | -20% | 5% | -4 | 1% | -9% | -18%
CCc1ccc(C(C)NC(=O)C2(C)CC2(Br)Br)cc1 (centres undefined) | -6% | -4% | 0% | -10% | 0% | -3 | 12% | -1% | ?
Cc1c(NC(=O)CCSc2ccc(Cl)cc2)c(=O)n(-c2ccccc2)n1C | 9% | -4% | -21% | 13% | -3% | 0 | 0% | 9% | 0%
COc1ccc(-c2ccc(NS(=O)(=O)c3cccc([N+](=O)[O-])c3)cc2)nn1 | -2% | -12% | -9% | 31% | -3% | -13 | -28% | -3% | ?
COc1ccc(OC)c(C(=O)c2ccccc2)c1 | . | -5% | 3% | 37% | 12% | 2 | 2% | -6% | -19%
FC(F)(F)c1cnc(C(c2ccccn2)c2ncn[nH]2)c(Cl)c1 (centres undefined) | 5% | 4% | -1% | 9% | -2% | -8 | 4% | 7% | -2%
COc1ccc(C(NC(=O)C(C)C)c2c(O)ccc3ccccc23)cc1 (centres undefined) | 0% | -3% | -23% | 14% | -3% | 3 | -25% | -18% | -16%
CCN(CC)S(=O)(=O)c1ccc(NC(=O)c2cnccn2)cc1 | -5% | -21% | -8% | 2% | -5% | -4 | 4% | ? | -4%
O=C(N/N=C\c1ccc(OC(=O)c2ccco2)cc1)c1ccc(Cl)cc1 | -4% | -9% | 6% | 22% | -4% | -6 | 20% | -13% | -2%
COc1ccc(OC)c(S(N)(=O)=O)c1 | 5% | 0% | -12% | 2% | -2% | -2 | 11% | 4% | 11%
CC(=O)c1cc2c(=O)c3cc(C)ccc3oc2nc1C | -5% | -2% | -11% | 7% | -4% | 2 | 13% | -1% | -2%
CCS(=O)(=O)N1CC(=O)N(c2ccc(Cl)cc2)C(C)(C(=O)NC2CCCCCC2)C1 (centres undefined) | -12% | -11% | -11% | -9% | . | -13 | -22% | 1% | -12%
C=CCOC(=O)C1=C(C)N=C2SCCC(=O)N2C1c1cccs1 (centres undefined) | 8% | -4% | -13% | -8% | -4% | 0 | 154%[activator] | 16% | -23%
S=C(NCCc1ccccc1)NC1CCCCCC1 | -5% | -13% | 3% | 27% | -4% | -6 | ? | 0% | -16%
COc1ccccc1OC(C)C(=O)Nc1ccc2c(c1)OCCO2 (centres undefined) | -1% | -5% | -17% | 6% | 53% | -8 | -6% | 16% | -1%
O=S1(=O)CCN(C(CO)c2ccccc2)CC1 (centres undefined) | 0% | -1% | -9% | -1% | -10% | -5 | -3% | 13% | -4%
COc1cc(OC)cc(-c2cc(NC(C)=O)n[nH]2)c1 | 1% | 2% | -8% | -5% | 4% | 0 | 22% | -9% | -6%
Cc1ccc(Nc2nc(-c3ccccc3)c(CC(=O)O)s2)cc1 | 4% | -20% | 2% | ? | -5% | -5 | ? | -4% | -12%
CCCCC[C@@H]1C=C(C(=O)O)[C@H](c2cccc(C)c2)N1S(=O)(=O)c1ccc(C)cc1 | -3% | -8% | -16% | 21% | -1% | -10 | ? | . | .
CCOC(=O)COc1ccc(C(=O)CC)cc1OC | -4% | 10% | -17% | -1% | 3% | -2 | 0% | 11% | -3%
Cc1occc1C(=O)N(C)CC1CCCN(CCc2ccccc2F)C1 (centres undefined) | 10% | -12% | -3% | 20% | -9% | -1 | -1% | -4% | -4%
C[C@H]1O[C@@H](O[C@H]2[C@@H](O)C[C@H](O[C@H]3[C@@H](O)C[C@H](O[C@H]4CC[C@@]5(C)[C@H](CC[C@@H]6[C@@H]5C[C@@H](O)[C@]5(C)[C@@H](C7=CC(=O)OC7)CC[C@]65O)C4)O[C@@H]3C)O[C@@H]2C)C[C@H](O)[C@@H]1O | -2% | -9%[19.4 µM] | -2% | 1.7µM*! | ? | -2 | 6% | 5%&-7% | -2%&-1%
COCCCNC(=O)Cn1nc(-c2cccc(OC)c2)ccc1=O | 6% | -7% | -6% | 4% | 19% | -12 | 10% | 9% | ?
CCN(C(C)=O)c1nc(CSc2nnc(NC(C)C)s2)cs1 | 1% | 1% | 2% | -48% | -4% | 2 | 0% | 33% | -10%
COc1cccc(C(=O)N2N=C(c3ccccn3)CC2(O)C(F)(F)F)c1 (centres undefined) | 6% | -9% | -15% | 19% | 2% | 0 | 180%[activator] | 38% | 6%
CCOC(=O)c1cc(-c2ccccc2)nn1CC1CC(c2cccc([N+](=O)[O-])c2)=NO1 (centres undefined) | -6% | -11% | -16% | 11% | . | -2 | -5% | . | .

Of the compounds above, these have four or more nitrogen atoms:
SMILES | ERG Ets-DNA blk | POLK inh | Pol eta inh | RGS4 inh | APE1 inh | LDHA inh | 12-LOX inh | POLB inh | Anesthetic bind
C=CCNC(=S)NNC(=O)c1cccn(Cc2ccc(Cl)c(Cl)c2)c1=O | 6% | 4% | -11% | ? | -5% | -1 | -21% | 12% | -24%
Cc1nc2cc(NC(=O)Nc3ccc(N4CCOCC4)cc3)ccc2n1C | 8% | -13% | -18% | -8% | -4% | 0 | 21% | -1% | -5%
CCCc1nnc(NC(=O)CSc2nc3ccccc3[nH]2)s1 | 6% | -7% | 15% | ? | -11% | -1 | -14% | 9% | ?
Cc1ccc(NC(=O)CN2C(=O)NC3(CCCC3)C2=O)nc1 | -4% | 9% | -2% | 12% | 16% | 1 | -9% | . | .
COc1ccc(-c2ccc(NS(=O)(=O)c3cccc([N+](=O)[O-])c3)cc2)nn1 | -2% | -12% | -9% | 31% | -3% | -13 | -28% | -3% | ?
FC(F)(F)c1cnc(C(c2ccccn2)c2ncn[nH]2)c(Cl)c1 (centres undefined) | 5% | 4% | -1% | 9% | -2% | -8 | 4% | 7% | -2%
CCN(CC)S(=O)(=O)c1ccc(NC(=O)c2cnccn2)cc1 | -5% | -21% | -8% | 2% | -5% | -4 | 4% | ? | -4%
CCN(C(C)=O)c1nc(CSc2nnc(NC(C)C)s2)cs1 | 1% | 1% | 2% | -48% | -4% | 2 | 0% | 33% | -10%
CCOC(=O)c1cc(-c2ccccc2)nn1CC1CC(c2cccc([N+](=O)[O-])c2)=NO1 (centres undefined) | -6% | -11% | -16% | 11% | . | -2 | -5% | . | .

Assay outcomes: PubChem, National Center for Advancing Translational Sciences (NCATS)

The list is partial. The share of hits here may be higher or lower than overall.
